# Screening data: PubChem BioAssay, Sanford-Burnham Center for Chemical Genomics
# EBI2 block: EBI2 receptor antagonists, beta-arrestin recruitment, primary screen, cell-based, luminescence, 7a,25-OHC stimulation, uHTS; G-protein coupled receptor 183 (Homo sapiens), P32249; 7a,25-OHC stimulated; inhibition, % at 5 µM; hit rate 0.81% among 360,000; in the data active = inhibition above about 38%;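 note: enzyme fragment complementation signal reports receptor beta-arrestin coupling in cells; 0% = agonist plus DMSO wells and 100% = wells without agonist; some results beyond the cut were filed as inactive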
# APJ agonist: agonists of human apelin receptor APJ, primary screen, CHO-K1 cells, PathHunter beta-arrestin, luminescence. P35414. 0% DMSO wells, 100% apelin. activation, % at 20 µM. hit rate 0.11% among 330,000;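 active = activation more than six SD over the plate average, tested at 20 µM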;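 note: 0% = DMSO alone and 100% = apelin-13 at 10 nM; some results filed as inactive read as strong as hits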
#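 Test system: CHO-K1 APJ beta-arrestin complementation cell line | Compound: Single test compound dose, 20 µM final, 1% DMSO | Incubation: Compound 90 min 25 °C, reagent 1 h | Measured by: beta-gal luminescence | Read-out basis: APJ–arrestin association signal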
# UBC13 inh: UBC13 polyubiquitin chain formation inhibitors, primary screen, biochemical, TR-FRET, uHTS; hit rate 0.47% among 330,000; AID 485273, 2010; Ubiquitin-conjugating enzyme E2 N (Homo sapiens), P61088; inhibition, % at 20 µM; in the data active = inhibition above about 45%, passing the limit was not always enough
# Target sequence (P61088 whole entry, looked up): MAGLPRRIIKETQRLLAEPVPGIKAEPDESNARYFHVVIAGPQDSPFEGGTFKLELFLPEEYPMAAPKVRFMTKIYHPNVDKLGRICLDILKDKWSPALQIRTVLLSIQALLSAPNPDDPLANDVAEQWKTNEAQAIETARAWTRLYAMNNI
# CCR6 antagonist: CCR6 receptor antagonists, primary screen, cell-based, CHO-K1, luminescence, beta-arrestin, uHTS | C-C chemokine receptor type 6 (Homo sapiens), P51684 | CHO-K1 CCR6 PathHunter beta-arrestin, CCL20-stimulated | inhibition, % at 20 µM | hit rate 0.49% among 340,000;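 active = compounds whose inhibition of the agonist-driven luminescence signal at 20 µM reaches about 50%, limit read from the data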;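 note: cells stimulated with CCL20 at 14 nM final; plate controls were DMSO with CCL20 for no effect and DMSO without agonist for full effect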
# Target sequence (P51684 whole entry, looked up): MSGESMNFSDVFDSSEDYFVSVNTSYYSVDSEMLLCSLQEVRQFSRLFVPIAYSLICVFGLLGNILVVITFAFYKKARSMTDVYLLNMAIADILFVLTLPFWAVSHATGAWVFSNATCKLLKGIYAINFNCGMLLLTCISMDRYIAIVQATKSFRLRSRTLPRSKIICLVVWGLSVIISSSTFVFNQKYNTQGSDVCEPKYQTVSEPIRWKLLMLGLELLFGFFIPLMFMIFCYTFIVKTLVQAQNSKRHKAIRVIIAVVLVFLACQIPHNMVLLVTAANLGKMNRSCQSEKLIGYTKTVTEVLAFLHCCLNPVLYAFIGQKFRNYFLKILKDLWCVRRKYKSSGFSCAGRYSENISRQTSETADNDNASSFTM
# APJ antag: antagonists of human apelin receptor APJ, primary screen, CHO-K1 cells, beta-arrestin complementation, luminescence. P35414. inhibition, % at 20 µM. hit rate 0.32% among 330,000. AID 2521, 2010;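 active = inhibition above about 40% at 20 µM, limit read from the data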;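 note: cells challenged with 10 nM apelin-13 agonist together with compound; plate controls were apelin-13 plus DMSO wells for no effect and DMSO wells lacking apelin-13 for full effect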
# Gli-Sufu block: Gli-Sufu pathway antagonists, primary screen, luciferase luminescence, Sufu-KO-LIGHT cells, uHTS. Sufu-KO-LIGHT fibroblasts, Gli luciferase reporter luminescence. hit rate 0.74% among 340,000. inhibition, % at 5 µM;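 active = inhibition above about 55%, limit read from the data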;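 note: 0% = DMSO-treated cells and 100% = wells with medium but no cells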
# ATG4B inhibitor: ATG4B protease inhibitors, primary screen, biochemical, fluorescence, uHTS. Cysteine protease ATG4B (Homo sapiens), Q9Y4P1. ATG4B cleavage of LC3-PLA2, NBD-HPC fluorescence, 1 h. inhibition, % at 8.33 µM. hit rate 0.51% among 340,000; in the data active = inhibition above about 40%
# CXCR6 block: CXCR6 receptor inhibitors, primary screen, cell-based, beta-arrestin, luminescence, CHO-K1 PathHunter, 1536-well; hit rate 0.36% among 360,000; AID 602244, 2012; C-X-C chemokine receptor type 6 (Homo sapiens), O00574; inhibition, % at 20 µM; in the data active = inhibition above about 34%, passing the limit was not always enough;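 note: antagonist mode with CXCL16 agonist at 10 nM final; 0% = 10 nM CXCL16 with DMSO and 100% = unstimulated wells without agonist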
# Target sequence (O00574 whole entry, looked up): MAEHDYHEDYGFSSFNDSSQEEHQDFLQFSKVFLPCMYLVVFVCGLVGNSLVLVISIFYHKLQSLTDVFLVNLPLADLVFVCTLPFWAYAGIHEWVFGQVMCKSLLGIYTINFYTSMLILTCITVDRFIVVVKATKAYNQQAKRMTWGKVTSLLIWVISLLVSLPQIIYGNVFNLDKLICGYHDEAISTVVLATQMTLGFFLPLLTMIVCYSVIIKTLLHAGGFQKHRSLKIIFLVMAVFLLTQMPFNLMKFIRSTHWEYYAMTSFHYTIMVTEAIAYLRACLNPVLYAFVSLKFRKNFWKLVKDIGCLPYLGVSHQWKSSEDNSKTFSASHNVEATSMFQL
# An asterisk follows results filed as active; / = no result given.
SMILES,EBI2 block,APJ agonist,UBC13 inh,CCR6 antagonist,APJ antag,Gli-Sufu block,ATG4B inhibitor,CXCR6 block
O=C(Nc1cccc(Cl)c1)Nc1ccccc1C(=O)NCc1ccco1,16,2,4,-7,6,-3,0,11
CCc1noc(C)c1C(=O)Nc1cc(S(=O)(=O)N2CCOCC2)ccc1OCC(F)(F)F,11,7,-1,0,27,11,1,3
O=C(c1cccs1)N1CCCC(N2CCN(c3ccc(F)cc3)CC2)C1 (centres undefined),-13,-1,-10,-6,0,-16,0,0
S=c1[nH]nc(COc2ccccc2)n1/N=C/c1ccncc1,-20,-2,10,-1,10,-22,1,-5
CC(C)c1onc(C(=O)NCc2ccccc2)c1[N+](=O)[O-],-1,0,-12,2,2,-1,8,0
Cc1ccc(NC(=O)c2oc3ccc(S(=O)(=O)N4CCOCC4)cc3c2C)cc1C,-11,8,30,-10,-9,6,-4,-8
Cc1cccc2cc(CN(Cc3ccccc3)C(=S)NCCCN(C)C)c(=O)[nH]c12,-9,-1,16,8,12,31,-11,0
COc1ccc2c(=O)c3c(=O)n(Cc4ccccc4)c(C(C)C)nc3oc2c1,11,/,/,17,/,23,2,3
O=C1CC(=C2c3ccccc3-c3ccccc32)C(=O)N1CCN1CCN(c2cccc(Cl)c2)CC1,7,-3,-9,-4,-11,-29,-2,0
O=C(COC(=O)Cc1ccc(F)cc1)NC1CCCCC1,-7,0,7,4,-26,3,-6,-1
CSC1=NCCN1C(=O)C12CC3CC(CC(C3)C1)C2,2,-1,16,-4,13,18,-7,-2
C/C=C/c1ccc(OCC(=O)Nc2cc(Cl)ccc2-n2cncn2)c(OC)c1,-9,-2,6,-7,-4,-3,-8,-6
Fc1cc(Cl)ccc1NC1=NCCCCC1,-3,-3,3,3,-1,4,5,-8
COc1cccc(OCCOc2c(OC)cccc2OC)c1,0,-3,1,10,-4,-38,-3,3
O=C(Nc1ccc2c(c1)OCO2)c1cnc2n(c1=O)CCS2,-9,-1,-26,-7,0,-53,-7,1
CC1=CC(C)(C)N(C(=O)CCl)c2cc(C)ccc21,3,-4,3,7,9,7,-4,0
Cc1ccc(Nc2c(-c3ccccc3O)nc3cnccn23)cc1,57*,-3,-8,6,-13,-10,4,3
CC1(C)Oc2ccc3ccc(=O)oc3c2/C(=C/NNC(N)=S)C1=O,-3,-4,15,14,15,8,0,-3
Cc1cc(C)n2nc(SC3CCCCN(C(=O)c4ccc(F)cc4)C3=O)nc2n1 (centres undefined),-14,-3,2,16,9,-9,9,10
COc1ccc(S(=O)(=O)NC2CC(=O)N(c3ccc(C)c(C)c3)C2)cc1 (centres undefined),-10,-3,1,14,3,5,-2,3
CCOC(=O)C1=C(Nc2ccccc2)CC(C)(O)C(C(=O)OCC)C1c1ccc(Br)cc1 (centres undefined),12,-5,-2,24,9,3,7,9
O=C(Cc1ccccc1)NN1C(=O)/C(=C/c2ccccc2C(=O)O)SC1=S,-12,-3,-28,17,23,-5,-3,4
O=C(NCCc1ccccc1)c1ccccc1NC(=O)C1CC=CCC1C(=O)O (centres undefined),-16,-5,-8,13,9,-37,10,0
Cc1ccc(C(=O)OC(C)CN2CCOCC2)cc1 (centres undefined),-7,-2,-6,3,-14,-34,1,0
COc1cccc(NC(=O)Nc2cccs2)c1,-3,-2,2,-7,7,8,-14,5

# Other structures
SMILES,EBI2 block,APJ agonist,UBC13 inh,CCR6 antagonist,APJ antag,Gli-Sufu block,ATG4B inhibitor,CXCR6 block
O=C(Cc1ccc(NC(=O)C2CCN(C(=O)c3ccccc3)CC2)cc1)Nc1cccc(C(=O)N2CCCCC2)c1,-1,/,/,1,/,2,-6,4
O=C(O)c1n[nH]nc1-c1ccccc1,-1,-2,-7,3,0,-7,5,6
COC(CN(C)S(=O)(=O)c1cc2c3c(c1)CCN3C(=O)CC2)OC,3,1,-10,12,-7,2,0,-3
COC(=O)CSC1=NS(=O)(=O)c2ccccc21,-16,-3,11,30,33,-16,2,15
O=C(CCCC(=O)N(CC(=O)NC1CCCC1)Cc1ccccc1Cl)Nc1ccccn1,-4,-2,-1,-4,-4,0,-9,2
COCCN(C(=O)CCC(=O)Nc1nccs1)C(C(=O)NCCC(C)C)c1ccc(F)cc1 (centres undefined),-9,-4,5,0,12,-13,-6,-2
Cc1cc(C)n2ncc(C(=O)NC3CCCCC3)c2n1,-2,-8,6,0,-10,-5,2,2
COc1ccccc1N(C)S(=O)(=O)c1ccc(C(=O)OCC(=O)NCc2ccco2)cc1,4,2,9,-1,2,0,2,-8
COc1ccc(NC(=S)N(Cc2ccc(Cl)cc2)Cc2ccc(C(=O)O)cc2)cc1Cl,-13,-3,-27,11,14,-2,-9,0
CCC1CCc2sc(C(=O)NC3CCN(Cc4ccccc4)CC3)cc2C1 (centres undefined),4,0,14,13,5,43,2,7
Cc1cc(C)n(-c2ccc(C(=O)N3CCc4ccccc43)cc2)n1,9,4,-5,5,2,-27,15,0
O=C(Nc1cc([N+](=O)[O-])ccc1N1CCCC1)c1ccco1,-3,2,-16,11,5,6,-10,5
CCOC(=O)Cn1nc(C)n(-c2cccc(Cl)c2)c1=O,2,-4,-5,9,2,4,0,6
Cc1noc(C)c1COc1ccc(C(=O)N2CCN(S(=O)(=O)c3cccc(F)c3)CC2)cc1,5,-2,7,1,0,4,-16,1
CCOC(=O)Nc1ccc2c(c1)N(C(=O)N1CCN(C)CC1)c1ccccc1S2,-3,-1,14,-9,2,-4,-4,-3
CC(C)(C)c1ccc(NC(=O)CNC2CCCc3ccccc32)cc1 (centres undefined),-15,-1,1,8,3,-13,37,-6
CCC1(C)Cc2ccccc2-c2nc(NCCCO)n(-c3ccccc3)c(=O)c21 (centres undefined),10,-3,15,11,-12,9,-15,13
COc1cccc(C2/C(=C(/O)c3ccccc3)C(=O)C(=O)N2Cc2ccco2)c1 (centres undefined),-2,0,-12,3,-4,1,-3,-3
CCOc1ccc(C(C)NC(=O)C2CCN(S(=O)(=O)c3ccc(OC)cc3)CC2)cc1OCC (centres undefined),-7,/,/,7,/,-4,-17,1
O=C(CSc1nc2ccccc2o1)c1ccccc1,-11,-5,3,8,9,-22,15,2
Cc1ccc(C(=O)C2=C(O)C(=O)N(CCCN(C)C)C23C(=O)N(C)c2ccccc23)o1 (centres undefined),-1,-2,-5,1,14,-6,-3,-6
COc1ccc(CC(=O)N2CCc3cc(OC)c(OC)cc3C2C)c(OC)c1 (centres undefined),-2,-4,-4,0,-7,15,0,0
Cc1ccc(N2CC(C(=O)Nc3cc(C(F)(F)F)ccc3N3CCCC3)CC2=O)cc1 (centres undefined),12,-5,-3,14,-4,3,1,2
COc1ccccc1/C=C/C=N/n1c(-c2ccccn2)n[nH]c1=S,-1,-4,-10,15,12,-41,2,6
C[C@H](CO)N1C[C@H](C)[C@@H](CN(C)Cc2ccc3c(c2)OCO3)Oc2c(NC(=O)Cc3ccccc3)cccc2C1=O,3,4,10,6,-4,10,-16,6

# Compounds above that contain an NH in an aromatic ring, in the order listed:
SMILES,EBI2 block,APJ agonist,UBC13 inh,CCR6 antagonist,APJ antag,Gli-Sufu block,ATG4B inhibitor,CXCR6 block
S=c1[nH]nc(COc2ccccc2)n1/N=C/c1ccncc1,-20,-2,10,-1,10,-22,1,-5
Cc1cccc2cc(CN(Cc3ccccc3)C(=S)NCCCN(C)C)c(=O)[nH]c12,-9,-1,16,8,12,31,-11,0
O=C(O)c1n[nH]nc1-c1ccccc1,-1,-2,-7,3,0,-7,5,6
COc1ccccc1/C=C/C=N/n1c(-c2ccccn2)n[nH]c1=S,-1,-4,-10,15,12,-41,2,6

# The results go on:
SMILES,EBI2 block,APJ agonist,UBC13 inh,CCR6 antagonist,APJ antag,Gli-Sufu block,ATG4B inhibitor,CXCR6 block
NC1=NN(c2c(Cl)cc(Cl)cc2Cl)C(=O)C1,5,/,/,1,/,-11,0,-3
COc1ccc(Cl)cc1NC(=O)CCCC(=O)c1ccccc1,-1,0,10,15,14,/,-3,-8
O=C(Nc1ccc(NC(=S)NC(=O)C(c2ccccc2)c2ccccc2)cc1)c1ccccc1,16,0,-15,9,-15,47,4,5
Cc1cccc(C)c1OCc1nnc(SCC(=O)Nc2ccccc2F)o1,-3,-3,6,0,0,-1,8,7
COc1cccc(CNc2ncc(Br)cc2Br)c1O,33,-4,0,-2,9,-43,18,-11
O=C(O)c1cccc(-n2cnnn2)c1,-9,0,-11,7,7,1,3,-3
CC(=O)NC(C)C12CC3CC(CC(C(=O)O)(C3)C1)C2 (centres undefined),10,-3,9,3,-3,-1,-2,0
COc1ccc(Br)cc1CNC(=O)C1CCN(S(=O)(=O)N2CCCC2)CC1,-8,4,1,9,11,-4,-3,1
Cc1ccc(NC(=S)N2CCN(Cc3ccccc3)CC2)cc1,3,-1,-2,8,2,0,-11,-1
CCOC(=O)C1CCCCN1Cc1cc(OC)ccc1OC (centres undefined),-4,3,3,2,10,-2,1,-2
CC(=O)Nc1cccc(NC(=O)CSc2nc(=O)n3cccc(C)c3n2)c1,8,4,-4,-2,4,0,-16,13
COc1ccc(O)c(/C=N/NC(=O)CN2CCS(=O)(=O)CC2)c1,7,12,-9,10,5,3,-2,6
CN(C(=O)COC(=O)Cc1c(F)cccc1Cl)c1c(N)n(Cc2ccccc2)c(=O)[nH]c1=O,-1,-4,6,6,24,-10,-13,-1
CC1=CC=CN2C1=NC(=O)CC2(C)C(=O)N(CC(=O)NC1CCCC1)c1ccccc1C (centres undefined),-10,-2,1,3,-10,-2,0,8
CCNC(=S)N1CCN(c2cccc(C(F)(F)F)c2)CC1,-11,-5,6,17,4,13,8,-5
COc1ccc(C(=O)c2ccc(Br)cc2)cc1,22,0,7,-8,9,-35,-2,-7
O=C(COC(=O)c1ccc(F)cc1F)Nc1cc(S(=O)(=O)N2CCOCC2)ccc1Cl,-3,0,3,15,20,-17,-13,1
COc1ccc(CCNC(=O)c2ccc(CN3CCC(Cc4ccccc4)CC3)cc2)cc1OC,9,-1,18,6,12,41,-10,0
Cc1ccc(NC(=O)C(C)[n+]2ccccc2)cc1[N+](=O)[O-] (centres undefined),-14,0,9,-13,3,-3,-2,-2
C=CCCCCCCCCc1nc(=S)[nH][nH]1,5,2,-7,14,-8,-15,11,-1
O=S(=O)(NCc1ccccn1)c1cc(Cl)ccc1Cl,-13,1,-8,-3,-8,8,5,2
Cc1cc2c3nonc3ccc2n1-c1ccccc1,30,-8,12,10,18,-2,12,5
COc1ccccc1CC(=O)N(Cc1ccccc1)c1cccc(C)c1,11,0,7,14,4,-11,13,-3
COc1cc(CN2CCCC(N3CCc4ccccc4C3)C2)c(Cl)cc1O (centres undefined),2,-4,-1,23,18,25,10,16
Cc1cccc(OCCCN2CCCCCC2)c1,-14,0,4,-5,2,5,-1,6
O=C(N/C(=C/c1cccc([N+](=O)[O-])c1)C(=O)N1CCCCCC1)c1ccco1,1,0,-3,17,-3,2,2,1
CCC1CN(C(=O)N2CCC(C(=O)NCc3ccc(OC)cc3OC)CC2)c2ccccc2O1 (centres undefined),0,-3,-3,16,11,-10,-2,-2
COC(=O)[C@]1(Cc2ccccc2)N[C@H](c2ccc(-c3cccc(Cl)c3)c(OC)c2)[C@@H]2C(=O)N(C)C(=O)[C@@H]21,31,/,/,-3,/,28,-6,10
CCOC(=O)Nc1ccc2c(c1)N(C(=O)CCCl)c1ccccc1[S@]2=O,3,0,9,20,9,/,5,2
COC(=O)c1ccc(OC)c(CN2CCCN(Cc3ccc(F)cc3)S2(=O)=O)c1,27,-1,-3,14,14,5,2,10
